# Compound activity from PubChem BioAssay.
# CaV13 ICDI inh – Disruptors of the CACNA1D IQ motif to Ca2+-dependent inactivation inhibitor domain association, primary screening, Förster resonance energy transfer in intact living …. HEK cells, CFP/YFP FRET ICDI-IQ, plate reader, 10 min; percent FRET-ratio fall versus neutral wells. inhibition, % at 12.3 µM. actives 0.098% (n = 340,000);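 active means mean replicate inhibition of at least 30% and at least 1% of replicates passing that level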;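 further: 0% = median of the neutral control wells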
# ABCB6 inh 2 – blocks the human ABCB6 transporter. Q9NP58. K562-ABCB6 porphyrin accumulation, flow cytometry, 1 h; hits give low values. fluorescence ratio to DMSO, % at 10 µM. actives 0.19% (n = 360,000). AID 602162;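 active means fluorescence ratio to DMSO below 75%, the collection mean minus 3 SD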;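 further: signal is porphyrin accumulated inside mitochondria; 100% equals median channel fluorescence of DMSO control wells; lower ratio means ABCB6 inhibition with less porphyrin fluorescence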
# Target sequence (Q9NP58 whole entry, looked up): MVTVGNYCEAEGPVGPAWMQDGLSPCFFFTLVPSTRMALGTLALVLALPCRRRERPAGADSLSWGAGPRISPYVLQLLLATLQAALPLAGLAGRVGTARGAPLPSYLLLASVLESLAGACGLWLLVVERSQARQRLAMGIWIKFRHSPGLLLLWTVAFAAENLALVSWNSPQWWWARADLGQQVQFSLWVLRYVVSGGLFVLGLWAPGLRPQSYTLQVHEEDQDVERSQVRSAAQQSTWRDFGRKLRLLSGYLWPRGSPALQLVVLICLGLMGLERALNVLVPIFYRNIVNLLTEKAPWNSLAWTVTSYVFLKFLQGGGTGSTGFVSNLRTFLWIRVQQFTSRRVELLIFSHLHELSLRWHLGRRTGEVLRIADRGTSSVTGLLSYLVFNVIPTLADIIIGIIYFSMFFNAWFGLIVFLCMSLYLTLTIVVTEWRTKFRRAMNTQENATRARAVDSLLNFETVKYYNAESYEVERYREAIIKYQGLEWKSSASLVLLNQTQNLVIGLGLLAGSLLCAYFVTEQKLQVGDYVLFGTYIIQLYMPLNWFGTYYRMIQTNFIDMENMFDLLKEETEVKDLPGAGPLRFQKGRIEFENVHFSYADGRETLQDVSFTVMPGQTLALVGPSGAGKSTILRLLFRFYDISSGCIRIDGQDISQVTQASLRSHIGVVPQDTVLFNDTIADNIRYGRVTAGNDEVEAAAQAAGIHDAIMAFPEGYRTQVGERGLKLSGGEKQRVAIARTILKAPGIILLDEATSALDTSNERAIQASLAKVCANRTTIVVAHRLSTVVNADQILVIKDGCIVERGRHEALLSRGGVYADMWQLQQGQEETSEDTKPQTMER
# PDI turbidity – inhibitors of human protein disulfide isomerase. P07237. PDI insulin aggregation turbidity, A650, 90 min. inhibition, % at 10 µM. actives 0.052% (n = 350,000);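 active means mean inhibition across replicates of 30% or more, whatever share of single replicates reach that level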;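 further: absorbance from insulin aggregation driven by PDI reduction with DTT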
# MC4R barr agon – agonists of human melanocortin 4 receptor (MC4R) beta-arrestin; AID 540308; actives 0.98% (n = 360,000); U2OS MC4R beta-arrestin complementation, luminescence; percent of melanotan II response, DMSO zero; activation, % at 8.9 µM;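 active means activation above a per-plate cutoff, the mean activation of sample wells on that plate plus 3 SD, cut at about 8% in these data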
# Granule exo inh – lytic granule exocytosis inhibition; TALL-104 LAMP-1 surface exposure, flow cytometry; cells stimulated with thapsigargin and PMA; inhibition, % at 10 µM; actives 0.66% (n = 360,000); AID 651702;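 active means inhibition above about 55%, limit read from the data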
# MC4R antagonist – antagonists of human melanocortin 4 receptor (MC4R). P32245. MC4R-expressing cells, MTII-stimulated cAMP, LANCE TR-FRET. inhibition, % at 6.5 µM. actives 0.48% (n = 360,000). AID 540295;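 active means inhibition above its plate's cutoff, the mean of tested wells on that plate plus 3 SD, cut at about 29% in these data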;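 further: 0% = Melanotan II alone and 100% = Melanotan II plus saturating MCL0020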
#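 System – human MC4R-expressing U2OS cells · Also added – Melanotan II · Dosing – one concentration, 6.5 µM nominal · Timing – 30-min compound, 1-h challenge, 1-h detection, room temperature · Measured by – Eu-cAMP/anti-cAMP TR-FRET, emission 671 nm · Replicates – singlicate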
# Cardio protect – protects H9c2 cardiomyocytes from peroxide injury | H2O2 injury protection, ATPLite, 2 h | protection from H2O2 cell death, % at 20 µM | actives 0.63% (n = 360,000);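 active means compounds giving at least 50% protection of heart cells from peroxide-induced death in the single-dose screen, raw or plate-pattern-corrected value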;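 further: 0% = DMSO wells with peroxide and 100% = DMSO wells without peroxide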
# ABHD5-PLIN5 inh – blocks binding of human ABHD5 to perilipin-5; Q00G26+Q8WTS1; Split G. princeps luciferase complementation, luminescence, 4 h; inhibition, % at 4 µM; actives 0.78% (n = 360,000); AID 602281;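 active means inhibition above the mean inhibition across every tested compound plus 3 SD, cut at about 22% in these data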;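 further: 0% = DMSO only wells and the 100% control is not disclosed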
# Glyco luc inh – N-linked glycosylation inhibition | D54 ERlucT glycosylation luciferase reporter, 24 h; percent of 100 nM tunicamycin response | reporter increase, % at 12.5 µM | actives 0.23% (n = 360,000) | AID 588692;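 active means mean luciferase reporter signal, scaled so untreated is 0 and the glycosylation-blocking control 100, at or above a set limit in every replicate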;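 further: luciferase carries N-glycosylation sites so blocking glycosylation raises the light; 0% = median of neutral control wells and 100% = median of 100 nM tunicamycin wells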
# HTR2A ag – agonists of mouse serotonin 5-HT2A receptor (HTR2A); AID 624169; actives 0.66% (n = 360,000); CHO-K1 mHTR2A beta-arrestin complementation, luminescence; percent of 30 µM serotonin response; activation, % at 7.6 µM; P35363;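 active means activation above a run cutoff, the mean activation of all tested compounds plus 3 SD, cut at about 14% in these data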;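 further: 0% = plate median of compound wells and 100% = 30 µM serotonin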
# Starred values were filed as active, the others as inactive; . = not tested or not shown.
# Second line of a record: CaV13 ICDI inh | ABCB6 inh 2 | PDI turbidity | MC4R barr agon | Granule exo inh | MC4R antagonist | Cardio protect | ABHD5-PLIN5 inh | Glyco luc inh | HTR2A ag
> O=C(CSc1n[nH]c(=O)n1-c1ccc2c(c1)OCCO2)Nc1ccccc1
→ -5 | 88 | 2 | -0.4 | -1 | 2 | -4 | -3 | 1 | 3
> CCOC(=O)c1cnc(SCc2nc(N)nc(Nc3ccccc3)n2)nc1N
→ -4 | 92 | 13 | -0.9 | -1 | 4 | 4 | 6 | 0 | -1
> CCC1CCCCN1C(=O)CSc1nc(N)cc(N)n1 (centres undefined)
→ -7 | 105 | -3 | -3.3 | 8 | -3 | 8 | -1 | 0 | -3
> COc1ccc(OCCn2c(C)nc3ccccc32)cc1
→ -6 | 76 | -14 | 0.1 | 5 | -1 | -19 | 7 | 1 | 4
> CCOC(=O)C1CCCN(S(=O)(=O)c2ccc3ccccc3c2)C1 (centres undefined)
→ . | 97 | 2 | -2.5 | -19 | -1 | -4 | 3 | -1 | 9
> O=C(NCc1ccccc1Cl)C1CCC(=O)N(CC2CCCCC2)C1 (centres undefined)
→ -10 | 100 | -39 | -2.0 | -1 | 5 | 1 | 4 | -3 | -7
> Cc1ccc(CNCc2ccccc2Cl)cc1
→ -6 | 120 | 2 | -0.6 | -4 | 1 | 6 | 4 | -1 | -2
> C/C=C/C(=O)OCC(=O)NC(=O)NC(C)C
→ -3 | 98 | -2 | -0.8 | 8 | -2 | -3 | 4 | -4 | 6
> Cc1ccc(C(=O)C(C)OC(=O)Cn2[nH]c(=O)c3ccccc3c2=O)cc1C (centres undefined)
→ . | 97 | -4 | 0.6 | -1 | -5 | 2 | -5 | 0 | -3
> COc1ccc(C(=O)CC(c2ccccc2)C2C(=O)CCCC2=O)cc1 (centres undefined)
→ . | 93 | 1 | -0.7 | 1 | -1 | 4 | -3 | -1 | 1
> CC(NC(=O)CN1CCN(S(=O)(=O)c2ccc(Br)cc2)CC1)c1ccccc1 (centres undefined)
→ -6 | 97 | -1 | -4.4 | -1 | 2 | -6 | -4 | 0 | -1
> CCOC(=O)c1c(C)[nH]c(C(=O)OCC(=O)NCc2ccc(OC)c(OC)c2)c1C
→ -6 | 92 | -7 | -2.9 | -1 | 2 | 21 | 6 | 0 | -3
> CC(=O)C[C@@H]1SC[C@H](c2ccccc2)N1S(=O)(=O)c1ccc(C)cc1
→ -12 | . | . | . | -7 | . | . | 7 | . | -6
> Nc1nc(NC(=O)CCC(=O)O)nn1-c1ccccc1
→ -6 | 101 | -1 | -2.5 | -1 | 15 | 5 | -2 | 0 | 2
> COc1ccccc1C(CNC(=O)c1ccc(S(=O)(=O)N2CCCCC2)cc1)N(C)C (centres undefined)
→ -20 | 95 | 1 | -3.2 | -9 | 5 | 2 | 4 | 0 | 10

# (further entries)
# Second line of a record: CaV13 ICDI inh | ABCB6 inh 2 | PDI turbidity | MC4R barr agon | Granule exo inh | MC4R antagonist | Cardio protect | ABHD5-PLIN5 inh | Glyco luc inh | HTR2A ag
> NC(=O)c1ccc(NC(=O)CS(=O)(=O)c2cn(CC(=O)N3CCCCC3)c3ccccc23)cc1
→ -3 | 96 | 9 | -2.7 | -3 | -1 | -2 | -1 | -1 | 0
> NC(=O)COC(=O)/C=C/c1ccc(S(=O)(=O)N2CCCCCC2)cc1
→ -3 | 96 | -6 | -1.4 | -3 | 13 | -4 | 0 | 0 | -1
> COc1ccc(OC)c(NC2=NC3(CCCCC3)N=C(N)N2)c1
→ -5 | 89 | 0 | -0.3 | 1 | 2 | 2 | 2 | 2 | -9
> CCOc1cc(S(=O)(=O)n2cc(-c3ccc(F)cc3)c(N)n2)cc(OCC)c1OCC
→ -5 | 111 | -19 | 1.0 | 31 | 4 | -9 | -17 | -6 | -12
> Cc1ccc(N2C(=O)N(CC(=O)N3CCOCC3)C(=O)C2C)cc1 (centres undefined)
→ -2 | 96 | 4 | -2.0 | 1 | 0 | -4 | 2 | -1 | -3
> CC(C)c1cccc(C(C)C)c1NC(=O)CN1C(=O)NC2(CCCC2)C1=O
→ -6 | 102 | 16 | -1.8 | -2 | 5 | -3 | -11 | -2 | 1
> CCN1C(=O)[C@H]2[C@@H](c3ccc(SC4CCCCC4)cc3)N[C@@](CC(C)C)(C(=O)OC)[C@H]2C1=O
→ -9 | 84 | 0 | 0.1 | -2 | 5 | -3 | -2 | -6 | 3
> Cc1ccc(/C=C/C(=O)O)cc1S(=O)(=O)Nc1ccc(C(=O)O)cc1
→ -2 | 101 | 7 | -0.8 | 4 | 13 | 2 | -6 | 0 | 6
> Cc1c(NC(=O)CSc2ccc3ccccc3n2)c(=O)n(-c2ccccc2)n1C
→ -3 | 96 | 7 | -0.3 | 9 | 4 | 7 | 0 | -1 | 4
> CCOC(=O)c1ccc(-n2c(CN3CCC(C(N)=O)CC3)nc3ccc([N+](=O)[O-])cc3c2=O)cc1
→ -5 | 102 | -1 | -0.7 | -1 | 16 | -3 | 3 | 2 | -5
> COCCNCCCOc1ccc(C(C)(C)c2ccccc2)cc1
→ -6 | 93 | 0 | 2.1 | 0 | -4 | 1 | 6 | -5 | 1
> Cc1cccc2cc3cccc(C)c3nc12
→ -3 | 98 | -9 | 0.6 | -22 | -1 | -8 | 1 | 0 | -5
> C=CCOc1ccccc1CN1CCN(CCc2ccccc2)C(CCO)C1 (centres undefined)
→ -20 | 105 | -1 | -1.6 | 58* | 5 | 2 | 0 | -1 | -8
> CCNC(=O)CN1C(=O)NC2(CCCc3cc(OC)ccc32)C1=O (centres undefined)
→ 0 | 99 | -3 | -1.1 | 1 | -2 | 10 | 5 | 2 | -1
> CC(C)C1C(=O)N(Cc2cn(Cc3ccco3)nn2)CCS(=O)(=O)N1Cc1ccc(-c2ccc(Cl)c(Cl)c2)cc1 (centres undefined)
→ -8 | 98 | 2 | -1.3 | 12 | 8 | -18 | 8 | -4 | -1

# Further entries follow.
# Second line of a record: CaV13 ICDI inh | ABCB6 inh 2 | PDI turbidity | MC4R barr agon | Granule exo inh | MC4R antagonist | Cardio protect | ABHD5-PLIN5 inh | Glyco luc inh | HTR2A ag
> CCN(CC)S(=O)(=O)c1ccc(N/N=C/c2ccccc2OCC(=O)O)c([N+](=O)[O-])c1
→ -6 | 99 | 3 | 1.2 | 2 | -6 | 7 | -1 | 6 | 12
> CCc1cc2c(=O)[nH]c(-c3ccncc3)nc2s1
→ -3 | 96 | 12 | -1.3 | -2 | 9 | 2 | 2 | 0 | 4
> S=C(Nc1ccccn1)Nc1ccccc1Cl
→ 1 | 102 | 9 | -1.9 | -4 | 3 | -11 | -9 | 3 | -4
> CCCCNC(=O)/C=C1\Sc2ccccc2NC1=O
→ -7 | 100 | 4 | -1.7 | -1 | 13 | 5 | -2 | 0 | -5
> COCCNC(=O)C1CC(c2ccccc2[N+](=O)[O-])=NO1 (centres undefined)
→ -8 | 96 | -2 | -1.6 | 0 | -5 | 11 | 2 | 4 | -4
> O=C(CCCN1C(=O)NC2(CCCC2)C1=O)Nc1ccc(F)cc1
→ -2 | 98 | 3 | -0.2 | -3 | 6 | -9 | -1 | 2 | -1
> CC(=O)N1c2ccc(S(=O)(=O)N3CCCC(C(=O)Nc4ccc(C)cc4C)C3)cc2CC1C (centres undefined)
→ -6 | 98 | 10 | -1.6 | 3 | 15 | -13 | -2 | -1 | 6
> CCOC(=O)c1csc(NC(=O)CCS(=O)(=O)c2ccc(Cl)cc2)n1
→ -14 | 98 | 2 | 1.2 | 5 | 3 | -2 | 4 | -9 | 1
> CCOC(=O)Cc1ccc(Nc2nc3cc(-c4ccccc4C)sc3c(=O)n2C)cc1
→ -7 | 95 | 5 | 0.2 | 0 | -5 | -7 | -1 | 6 | 2
> CC/C(=N\NC(=O)c1nnn(-c2nonc2N)c1-c1ccc2c(c1)OCO2)c1ccccc1
→ -15 | 105 | -1 | -1.6 | 3 | -5 | 5 | 4 | -1 | 1
> C=CCNC(=O)c1onc(CSc2cccc(OC)c2)c1C(=O)O
→ -9 | 103 | 1 | -1.7 | -4 | 0 | 4 | -13 | 1 | -4
> CCCc1cc(-c2n[nH]c(=S)n2-c2cccc(C)c2)cs1
→ -3 | 101 | -5 | 1.4 | 1 | 10 | -8 | -16 | 0 | -2
> CN(C)Cc1c(O)ccc2c(=O)c(-c3ccc(Cl)cc3)coc12
→ -5 | 96 | 0 | -2.3 | 1 | 19 | 2 | -1 | 2 | 4
> O=C(c1ccc(C(F)(F)F)cc1)N1CCC(=O)N([C@H](COCc2ccc(C(F)(F)F)cc2)Cc2ccccc2)CC1
→ -10 | 100 | . | . | 10 | . | . | 3 | . | -5
> CC1CCCC(C)N1/N=C/c1ccccc1Br (centres undefined)
→ -5 | 98 | 1 | 1.5 | 1 | -3 | -5 | 2 | 1 | 6

# Continuation.
# Second line of a record: CaV13 ICDI inh | ABCB6 inh 2 | PDI turbidity | MC4R barr agon | Granule exo inh | MC4R antagonist | Cardio protect | ABHD5-PLIN5 inh | Glyco luc inh | HTR2A ag
> COc1ccccc1C(C)NC(=O)CCOc1cccc(C)c1 (centres undefined)
→ -3 | 102 | -16 | -2.0 | -1 | -1 | -8 | -6 | 0 | -3
> CC1(C(=O)Nc2ccc3c(c2)OCO3)CCN1C(=O)c1ccccc1 (centres undefined)
→ -4 | 98 | -4 | -1.0 | -1 | 9 | -1 | -5 | 3 | -1
> COCc1ccc(CN2CCCC(C(=O)Nc3ccc(-c4cscn4)cc3)C2)o1 (centres undefined)
→ -7 | 104 | -2 | -1.2 | 1 | 3 | 4 | 3 | -3 | -4
> O=C(CSCc1ccco1)N1CCc2ccccc21
→ . | 102 | 0 | 0.3 | -6 | 15 | 0 | -4 | -6 | 4
> Nc1ccccc1Sc1cc(Cl)nnc1Cl
→ -5 | 90 | -6 | -0.4 | -3 | 14 | -6 | -13 | 0 | 4
> CC(=O)Oc1cc(C(=O)OCC(=O)NC23CC4CC(CC(C4)C2)C3)cc(OC(C)=O)c1OC(C)=O
→ -6 | 95 | -1 | -0.9 | 7 | 3 | 84* | -6 | -5 | 2
> CCCCCN(C(=O)CCC(=O)OCC(=O)N(C)Cc1ccccc1C)c1c(N)n(CCCC)c(=O)[nH]c1=O
→ -5 | 102 | 19 | -0.8 | -2 | 5 | 2 | 0 | 3 | 0
> O=C(Oc1ccccc1N1C(=O)C2CCCCC2C1=O)c1ccccc1 (centres undefined)
→ -3 | 105 | -7 | 0.3 | -7 | -5 | 7 | 1 | 4 | -1
> CNC(=O)CN1C(=O)C2C3C=CC(C3)C2C1=O (centres undefined)
→ -4 | 97 | -2 | -1.3 | 0 | 8 | -1 | 3 | 1 | 1
